14-3-3g Raf = modulators of 14-3-3 gamma protein binding, primary screen, biochemical, fluorescence polarization | FP, 14-3-3gamma / TMR-pS259-Raf peptide binding | inhibition, % at 40 µM | 160,000 compounds, 0.19% hits; in the data active = inhibition above about 30%;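 also: 0% = protein plus tracer without compound and 100% = blank with tracer alone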
Target sequence (P61981 whole entry, looked up): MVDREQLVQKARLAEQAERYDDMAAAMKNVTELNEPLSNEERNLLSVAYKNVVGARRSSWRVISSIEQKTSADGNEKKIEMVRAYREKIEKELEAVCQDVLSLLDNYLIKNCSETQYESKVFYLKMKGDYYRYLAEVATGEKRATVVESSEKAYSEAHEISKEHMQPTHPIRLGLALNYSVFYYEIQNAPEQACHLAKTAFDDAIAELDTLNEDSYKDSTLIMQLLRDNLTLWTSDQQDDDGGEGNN
* hit, by the source's call; & = joins results of further samples. Only part of the results is shown. The share of hits here may be higher or lower than overall.

14-3-3g Raf	Molecule
5	Cc1c(NC(=O)C2COc3ccccc3O2)c(=O)n(-c2ccccc2)n1C (stereo unspecified)
-4	COC(=O)C1C2C=CC3(CN(CC4CCCO4)C(=O)C13)O2 (stereo unspecified)
-8	Cc1nn(C(=O)CCN2C(=O)c3ccccc3C2=O)c(C)c1Br
-6	COc1ccc(C2C(C(=O)NCCCN3CCN(C)CC3)c3ccccc3C(=O)N2C2CCCCC2)cc1 (stereo unspecified)
0&4	O=C(O)C1CCN(S(=O)(=O)c2cccnc2)CC1
-8	O=C(Nc1cc(C(F)(F)F)ccc1C(F)(F)F)c1ccccc1I
-3&-6	Cn1c2ccccc2c2c(C(=O)NCc3ccco3)cn(C3CCCCC3)c(=O)c21
-5	COc1cccc(-c2cc(C(=O)Nn3cnnc3)c3ccccc3n2)c1
8	CCS(=O)(=O)c1ccc(C)c(C)c1
3	COc1ccc(C(=O)N2CCc3cc(OC)c(OC)cc3C2COc2ccc3c(C)cc(=O)oc3c2)c(OC)c1 (stereo unspecified)
-4	Cc1nc2nc(SCC(C)C)nn2c(C)c1C
-3	COc1ccccc1N1C(=O)c2ccc(C(=O)Nc3ccc(Br)cc3)cc2C1=O
-4&-4	O=C(CN1C(=O)C2C3C=CC(C3)C2C1=O)NCCc1ccccc1 (stereo unspecified)
3	Cc1ccc(S(=O)(=O)N2CCC(C(=O)Nc3ccccc3N3CCCCC3)CC2)cc1
3	O=C(O)COc1ccc(Br)cc1-c1csc(Nc2ccc(Br)cc2)n1
0	Cc1cccc(NC(c2ccc(Cl)cc2)c2ccc3cccnc3c2O)n1 (stereo unspecified)
-5	CCC(C)(C)NC(=O)CC(c1ccc(OC)cc1)n1cccc1 (stereo unspecified)
2	CCOC(=O)N1CCN(C(=O)CSc2nnc(-c3ccc(C(C)(C)C)cc3)o2)CC1
-19	O=[N+]([O-])c1cccc(C=Nc2nc3c(s2)CCCC3)c1
-7&-29	COc1ccc(-c2noc(CCC(=O)N3CCN(c4cc(C)ccc4C)CC3)n2)cc1
-4	ClC1(Cl)CC1CSc1ncn[nH]1 (stereo unspecified)
5	Cc1c(Cl)cccc1-n1ncnc1-c1ccccc1Cl
-3	COc1ccc(N2CCN(c3ncnc4c3cnn4-c3ccc(C)cc3C)CC2)cc1
-5	CCCn1c(CNC(=O)CC)nc2ccccc21
-5	O=[N+]([O-])c1c(N2CCCC2)ncnc1N1CCCC1
-79	CSCCC(C(=O)Nc1ccc([N+](=O)[O-])cc1)N1C(=O)C2C3c4ccccc4C(c4ccccc43)C2C1=O (stereo unspecified)
-1	O=C(CCC1COc2ccccc2O1)NCC1COc2ccccc2O1 (stereo unspecified)
0	Cc1c(NC(=O)CSc2ccc(Cl)cc2)c(=O)n(-c2ccccc2)n1C
-12	Cc1nc(N2CCOCC2)c2c(C)c(C(=O)N3CCN(C)CC3)sc2n1
-9	Cc1c(N=Cc2ccc(Sc3ccccc3)o2)c(=O)n(-c2ccccc2)n1C
-6	C=CCOn1c(=O)c(-c2cc3ccccc3o2)[n+]([O-])c2ccccc21
3	Nc1c(NCCC2=CCCCC2)c(=O)[nH]c(=O)n1Cc1ccccc1
0	CC1=C(C(=O)OCC(C)C)C(c2ccccc2Br)C2=C(CC(c3ccccc3)CC2=O)N1 (stereo unspecified)
0&-12	CC(C)(C)c1nc2scc(-c3cccs3)c2c(=O)o1
1	CC(=O)Nc1ccccc1-c1nc2ccc([N+](=O)[O-])cc2[nH]c1=O
-1	CCCCCn1c(=S)[nH]c2cc(C(=O)NCc3ccccc3)ccc2c1=O
2	O=C(NCc1ccccc1Cl)c1cnn2cccnc12
-9	O=C(Nc1c2c(nc3ccccc13)CCCC2)c1ccccc1Br
-6	CCCn1c(CNc2ccccc2O)nc2ccccc21
-3	Cc1ccn2cc(C(=O)Nc3ccc4c(c3)OCCO4)nc2c1
-3	CCOC(=O)c1nn(-c2ccc(F)cc2)c(=O)c2c(NC(=O)c3ccc(OC)cc3OC)scc12
-2	CCCn1c(=S)[nH]c2cc(C(=O)N3CCC(C(N)=O)(N4CCCCC4)CC3)ccc2c1=O
-9	COc1ccc(C(=O)Nc2c3c(nn2-c2cccc(Cl)c2)CSC3)cc1
-26	O=C(O)c1ccccc1NCc1cccc2ccccc12
18	CCC(NC1CCS(=O)(=O)C1)C(=O)O (stereo unspecified)
-195	Cc1cc(Cl)ccc1OCC(=O)Nc1cccc2c1C(=O)c1ccccc1C2=O
-6	CCC(=O)Nc1c(C(=O)N2CCCCCC2)cnn1-c1ccc(C)c(C)c1
3	O=C1CC(N2CCN(C34CC5CC(CC(C5)C3)C4)CC2)C(=O)N1c1ccccc1 (stereo unspecified)
-7	O=C1C2CC=CCC2C(=O)N1c1ccc(NCCc2ccc(O)cc2)c([N+](=O)[O-])c1 (stereo unspecified)
-3	COc1ccc(CCNC(=O)CN2N=C(c3ccc(Cl)cc3)CCC2=O)cc1OC

More structures follow:
14-3-3g Raf	Molecule
1	Cc1ccc2nc(NC(=O)c3ccc(S(=O)(=O)N4CC(C)CC(C)C4)cc3)sc2c1 (stereo unspecified)
-7	CC1=C(C(=O)Nc2ccc(C)cc2C)C(c2ccc(F)cc2)n2c(nc3ccccc32)N1 (stereo unspecified)
-1	CSC(=N)N
-2	COc1cc(C)c(S(=O)(=O)NCCCN2CCOCC2)cc1C
-15	O=C(CCCCCN1C(=O)c2ccccc2C1=O)Nc1ccc(Br)cc1
-1	CC1CCc2c(oc3ccc(NS(=O)(=O)c4cccc([N+](=O)[O-])c4)cc23)C1 (stereo unspecified)
3	CCN(CC)S(=O)(=O)c1ccc(Cl)c(C(=O)NC)c1
-30	Cc1cc(C)c(S(=O)(=O)Nc2ccc(O)c3ccccc23)c(C)c1
-1	CC(=O)c1cccc(NS(=O)(=O)c2cc(Br)cc3c2N(C(C)=O)C(C)C3)c1 (stereo unspecified)
2&-10	COc1ccc(NC(=O)CN(C)S(=O)(=O)c2cccs2)cc1
3	COCCn1nnnc1CN1CCC(Cc2ccccc2)CC1
-261	CCOC(=S)SCc1cn2ccc(C)cc2n1
-1	CCc1cccc(NC2c3ccccc3C(=O)N2c2cccnc2)c1 (stereo unspecified)
6	Cc1ccc(C2c3c(oc4ccc(C)cc4c3=O)C(=O)N2CCCN2CCOCC2)cc1 (stereo unspecified)
-4	COc1ccc(NS(=O)(=O)c2cc3c(c([N+](=O)[O-])c2)-c2c(cc(S(=O)(=O)Nc4ccc(OC)cc4)cc2[N+](=O)[O-])C3=O)cc1
-9	Cc1cc(NCCN)nc(NS(=O)(=O)c2ccccc2Cl)n1
5	CCOC(=O)N1CCC(Nc2c(N3CCN(c4cc(Cl)ccc4C)CC3)c(=O)c2=O)CC1
4	CCN(CC)S(=O)(=O)c1cccc(C(=O)Oc2cccnc2)c1
-6	Cc1cc(-c2ccccc2)nc(=O)[nH]1
-4	Cc1cccc(C(=O)Nc2ccccc2C(F)(F)F)c1

Another view of 3 compounds above.
> CCOC(=S)SCc1cn2ccc(C)cc2n1
  14-3-3g Raf = -261
> CCc1cccc(NC2c3ccccc3C(=O)N2c2cccnc2)c1 (stereo unspecified)
  14-3-3g Raf = -1
> Cc1ccc(C2c3c(oc4ccc(C)cc4c3=O)C(=O)N2CCCN2CCOCC2)cc1 (stereo unspecified)
  14-3-3g Raf = 6

(more compounds)
14-3-3g Raf	Molecule
-6	CC1CCN(C(c2ccc(N(C)C)cc2)c2nnnn2Cc2ccccc2)CC1 (stereo unspecified)
-1	CCCCOc1ccc(-c2cc(C(=O)O)c3ccccc3n2)cc1
-1	CN(Cc1ccccc1)C(C(=O)NC1CCCC1)c1ccc(Cl)cc1 (stereo unspecified)
-3	Cc1ccc(C(O)(c2ccccc2)c2nc3ccccc3n2C(C)C)cc1 (stereo unspecified)
-1	CCCOC(=O)C1=C(C)NC2=C(C(=O)CCC2)C1c1ccccc1C(F)(F)F (stereo unspecified)
-13	Cc1cc(S(=O)(=O)Nc2cc(C(=O)NCCc3ccccc3)ccc2N2CC3CC(C2)c2cccc(=O)n2C3)ccc1F (stereo unspecified)
-5	O=C(c1ccc(-c2nnc(-c3ccccc3)o2)cc1)N1CCCCCC1
-10	COCCCn1c(SCC(=O)NC2CCCCC2)nnc1-c1ccncc1
-7	Cc1cc(C)c(C(N)=O)c(Nc2cccc(Cl)c2C)n1
0	CN(C(=O)CCc1nc(-c2ccccc2F)no1)c1cccc(C(F)(F)F)c1
-1	CCOC(=O)C(C(C)=O)c1nc(C)nc2c1nnn2Cc1ccccc1Cl (stereo unspecified)
3&1	CC(C)=CCc1c(C)nc2ccccc2c1C(=O)O
-4	CCOC(=O)C(C)Oc1ccc2oc(C)c(C(=O)OC)c2c1 (stereo unspecified)
2	Cc1[nH]c2ccccc2c1SCCNC(=O)COc1ccc2ccccc2c1
-9&-3	CCOc1ccccc1CNC(=O)C1CCC(=O)N1C(C)C (stereo unspecified)
-6	COc1ccc(C2CC(=O)C3=C(C2)NC(C)=C(C(=O)Nc2ccccc2C)C3c2ccc3c(c2)OCO3)cc1OC (stereo unspecified)
-2	Cc1cc(C(=O)NCc2cccs2)c(C)o1
-12	CCCOC(=O)C1=C(C)NC2=C(C(=O)CCC2)C1c1cc(Cl)c(O)c(OC)c1 (stereo unspecified)
-216	CC(C)OC(=O)COc1ccc2c(=O)c(Oc3ccccc3Br)c(C(F)(F)F)oc2c1
-8	CCOC(=O)CSc1nc2cc(C(=O)NCc3ccco3)ccc2c(=O)n1-c1ccc(F)cc1

Reformatted in CSV form: entries from further up.
SMILES,14-3-3g Raf
CCC(NC1CCS(=O)(=O)C1)C(=O)O (stereo unspecified),18
Cc1cc(Cl)ccc1OCC(=O)Nc1cccc2c1C(=O)c1ccccc1C2=O,-195
CCC(=O)Nc1c(C(=O)N2CCCCCC2)cnn1-c1ccc(C)c(C)c1,-6
O=C1CC(N2CCN(C34CC5CC(CC(C5)C3)C4)CC2)C(=O)N1c1ccccc1 (stereo unspecified),3
O=C1C2CC=CCC2C(=O)N1c1ccc(NCCc2ccc(O)cc2)c([N+](=O)[O-])c1 (stereo unspecified),-7
COc1ccc(CCNC(=O)CN2N=C(c3ccc(Cl)cc3)CCC2=O)cc1OC,-3

The list continues.
14-3-3g Raf	Molecule
-4	CCc1ccccc1NC1=C(Cl)C(=O)N(c2ccc(C)cc2C)C1=O
-6	CCOC(=O)c1cnc2c(C)cc(C)cc2c1Nc1ccc(OC)c(OC)c1
-5	O=C1CC(c2ccco2)Cc2nc(Nc3ccc(F)cc3)ncc21 (stereo unspecified)
-1	COc1ccc(OC)c(N(CC(=O)N2CCN(c3cc(Cl)ccc3C)CC2)S(C)(=O)=O)c1
2	Cn1nc(CC(=O)N2CCN(c3ccccc3F)CC2)c2ccccc2c1=O
10	CCOc1ccccc1NC(=O)c1nn(-c2cc(OC)cc(OC)c2)c(=O)c2ccccc12
-3	O=c1cc(NCc2ccc3c(c2)OCO3)[nH]c(=O)n1-c1ccc(Cl)cc1
-28	N=c1c(C(=O)NCc2ccccc2)cc2c(=O)n3ccccc3nc2n1CCc1ccccc1
-11	COc1ccc(-n2nc3cc(C)c(NC(=O)c4cc(Cl)ccc4OC)cc3n2)cc1
-13	N#Cc1ccccc1NS(=O)(=O)c1ccc(F)cc1

No new results follow: four of the compounds above.
14-3-3g Raf	Molecule
-3	O=c1cc(NCc2ccc3c(c2)OCO3)[nH]c(=O)n1-c1ccc(Cl)cc1
-28	N=c1c(C(=O)NCc2ccccc2)cc2c(=O)n3ccccc3nc2n1CCc1ccccc1
-11	COc1ccc(-n2nc3cc(C)c(NC(=O)c4cc(Cl)ccc4OC)cc3n2)cc1
-13	N#Cc1ccccc1NS(=O)(=O)c1ccc(F)cc1

(next part)
14-3-3g Raf	Molecule
4	CN(C)C(=O)c1c(NC(=O)c2ccccc2)sc2c1CCC(C(C)(C)C)C2 (stereo unspecified)
1	CCOc1cc2oc(=O)c(CC)c(C)c2cc1CC
-3	COc1ccccc1CC(=O)N1CCCCC1
-1	COc1cc2cc(CN(C(=O)NC3CCCCC3)C3CCCC3)c(=O)[nH]c2cc1OC
2&4	O=C(NCCCN1CCCCC1)C1(S(=O)(=O)c2ccc(Cl)cc2)CC1
-8	O=C(NCC1(c2ccccc2)CCOCC1)C1(c2ccccc2)CCOCC1
0	COCCNC(=O)C1CC(=O)N(C2CCCCC2)C1 (stereo unspecified)
-3&-1	COc1ccccc1N(CC(=O)Nc1ccccc1C)S(C)(=O)=O
7	CCc1ccc(-n2c(=O)c3ccccc3n(CC(=O)Nc3cc(C)[nH]n3)c2=O)cc1
-2	CCOc1ccc(S(=O)(=O)N2C(C)CCCC2C)c2ccccc12 (stereo unspecified)
6	O=C(O)CN1Cc2ccccc2C1=O
1	CN1C(=O)c2ccccc2C(C(=O)O)C1c1cccc(F)c1 (stereo unspecified)
-3	CCOC(=O)CS(=O)c1nc2c(c(C(F)(F)F)n1)CCc1ccccc1-2 (stereo unspecified)
-27	COc1ccc(-c2nc(-c3cccs3)c(-c3cccs3)[nH]2)cc1O
-1	CCOC(=O)c1cc(-c2ccc(/C=N\n3cnnc3)o2)ccc1Cl
-4	CC(C)NC(=O)Cn1c(SCC(=O)N2CCc3ccccc3C2)nc2ccccc21
-2	Cc1cc(NCc2ccc3c(c2)OCO3)n2nc(C)nc2n1
-4	COc1ccc(S(=O)(=O)N2CCC(C(=O)Nc3cccc(Cl)c3C)CC2)cc1
-4	O=C(O)c1cccc(CN2C(=O)SC(Nc3ccccc3)C2=O)c1 (stereo unspecified)
-3	CCOC(=O)c1c(NC(=O)c2cc(OC)cc(OC)c2)sc2c1CCCCC2
4	CCCCc1cc(=O)oc2c(C)c(OCC(=O)OC(C)C)ccc12
-11	COc1cc(C2Nc3ccc(Cl)cc3C(c3ccccc3)O2)cc(OC)c1OC (stereo unspecified)
-2	O=C(Nc1ccc(Oc2ccccc2)cc1)c1nn(-c2ccc(Cl)cc2)c(=O)c2ccccc12
-1	C#CCn1cc[n+](CC(=O)N(C)C)c1
-5	CCc1ccc(O)c(N=Cc2cccc([N+](=O)[O-])c2O)c1
2	O=C1C(=O)N(Cc2cccnc2)C(c2ccccc2)/C1=C(\O)c1ccc(F)cc1 (stereo unspecified)

Screens (PubChem)
